Screening results as filed in PubChem.
Shiga inhibitor: Shiga toxin inhibition. hit rate 9.2% among 290,000. Vero cells, Shiga toxin protein synthesis inhibition reporter. inhibition, % at 38.7 µM; in the data active means inhibition mostly above about 28%, no sharp cut-off; inactive means mostly below about 43%; further: 0% is about no effect
Cycloheximide cs: counter-screen for Shiga toxin inhibitors: cycloheximide protein synthesis inhibition | cell reporter, cycloheximide protein synthesis inhibition counterscreen | max response, % | hit rate 12% among 300,000 | AID 2314; in the data active means max response mostly above about 13%, no sharp cut-off; inactive means mostly below about 14%; further: read at 38.3 µM for the half of the compounds with a filed dose; 0% is about no effect
Pf growth 48h: inhibits P. falciparum growth in the first generation, 48 h; P. falciparum luciferase growth in erythrocytes, 48 h; Potency, µM (titrated, usually from 28.7 µM), inactives show at the highest dose activity change, negative = inhibition, hits mostly inhibitors; hit rate 5.9% among 310,000; AID 504832; further: potency means the concentration at half of the fitted maximal effect; on the % scale 0 is the no-effect control and ±100 the full control effect
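Growth was read as firefly luciferase luminescence after a 48 h, 37 C, 5% CO2 exposure of compounds to reporter-bearing P. falciparum cultures (0.1% parasitemia, 2% hematocrit final) in Albumax-supplemented RPMI 1640.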
TbPYK inhibitor: blocks Trypanosoma brucei pyruvate kinase | Q57TT1 | TbPYK enzyme, Kinase-Glo Plus ATP luminescence, 45 min | Potency, µM (highest dose often 76.8 µM), without a hit: top-dose activity, negative = inhibition, usual class: inhibitors | hit rate 0.12% among 410,000; further: potency means the concentration at half of the fitted maximal effect; on the % scale 0 is the no-effect control and ±100 the full control effect; nearly all actives have a fitted effect of over 50% in size
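Screened from lowest to highest concentration, compounds were pinned into TbPYK/substrate mixtures, and ADP (130 uM final) was added. Plates sat at room temperature for 45 min prior to Kinase-Glo Plus detection by luminescence.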
LmPK inh: inhibitors of Leishmania mexicana pyruvate kinase; hit rate 0.37% among 290,000; purified LmPK, Kinase-Glo ATP luminescence, 1 h; AID 1721; Potency, µM (highest dose often 57.5 µM), for the others: at the top dose activity change, negative = inhibition, hits mostly inhibitors; Q27686; further: potency means the concentration at half of the fitted maximal effect; on the % scale 0 is the no-effect control and ±100 the full control effect
Target sequence (Q27686 whole entry, looked up): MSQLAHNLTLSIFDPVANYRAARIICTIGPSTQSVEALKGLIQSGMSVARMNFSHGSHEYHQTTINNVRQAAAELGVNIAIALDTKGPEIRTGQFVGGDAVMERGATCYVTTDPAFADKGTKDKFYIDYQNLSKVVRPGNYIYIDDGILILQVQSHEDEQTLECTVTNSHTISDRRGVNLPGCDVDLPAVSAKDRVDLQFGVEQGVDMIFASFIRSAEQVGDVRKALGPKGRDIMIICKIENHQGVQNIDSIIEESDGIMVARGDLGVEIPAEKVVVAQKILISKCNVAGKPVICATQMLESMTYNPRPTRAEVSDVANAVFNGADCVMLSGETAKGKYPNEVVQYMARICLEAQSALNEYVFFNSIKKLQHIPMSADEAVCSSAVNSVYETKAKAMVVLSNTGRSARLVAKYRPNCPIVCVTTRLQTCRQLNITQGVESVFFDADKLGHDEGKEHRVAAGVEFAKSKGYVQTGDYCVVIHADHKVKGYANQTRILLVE
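ATP generated from ADP (0.1 mM) and PEP (0.5 mM) by 0.1 nM LmPK over 1 h at room temperature (pH 7.2 imidazole buffer) was detected by coupled luciferase luminescence. Values were normalized to uninhibited and no-enzyme wells.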
AmpC inh no detg: AmpC beta-lactamase inhibition without detergent; P00811; AmpC nitrocefin hydrolysis, absorbance 480 nm, 0.0001% Triton; Potency, µM (top dose mostly 57.1 µM), for the others: at the top dose activity change, negative = inhibition, actives largely listed as inhibitors; hit rate 0.52% among 330,000; AID 485341;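 further: potency means the concentration at half of the fitted maximal effect; plate controls were no compound for no effect and no enzyme for full effect; nearly all actives have a fitted effect of over 20% in size; some results filed as inactive show a strong effect at the top dose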
Target sequence (P00811 whole entry, looked up): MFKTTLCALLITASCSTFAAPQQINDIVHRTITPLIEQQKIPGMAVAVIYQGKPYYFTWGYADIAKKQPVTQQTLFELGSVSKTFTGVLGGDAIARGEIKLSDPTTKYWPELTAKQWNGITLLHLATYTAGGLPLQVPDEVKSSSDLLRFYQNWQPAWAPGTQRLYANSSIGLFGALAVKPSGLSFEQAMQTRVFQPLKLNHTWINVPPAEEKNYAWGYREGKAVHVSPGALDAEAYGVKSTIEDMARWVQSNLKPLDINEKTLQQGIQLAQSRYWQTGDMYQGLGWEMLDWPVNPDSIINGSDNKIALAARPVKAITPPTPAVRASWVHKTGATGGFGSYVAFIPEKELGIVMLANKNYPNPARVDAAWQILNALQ
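20 mM phosphate pH 7.0 + 0.01% (detergent screen) or 0.0001% Triton X-100; 5.3 nM AmpC reagent; cpd preinc 15 min RT; nitrocefin (800 uM stock) to start; A480 q20 s × 4 min; Activity was normalised to no-enzyme and no-compound control wells.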
Pf growth 96h: P. falciparum growth inhibition at 96 hour, primary screen for plastid delayed-death inhibitors; P. falciparum luciferase reporter growth, 96 h; Potency, µM (top dose mostly 28.7 µM), without a hit: at the highest dose activity change, negative = inhibition, most hits filed as inhibitors; hit rate 6.9% among 320,000; AID 504834; further: potency means the concentration at half of the fitted maximal effect; on the % scale 0 is the no-effect control and ±100 the full control effect
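Parasite growth measured via integrated firefly luciferase reporter in P. falciparum. Infected erythrocytes at 2% hematocrit, 0.05% parasitemia final were treated 96 hours at 37 C under 5% CO2, and luminescence was read.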
The depositor's hits bear a star; ? = inconclusive; · = not tested or not shown; + = active, no number; & = joins results of further samples; [ ] = remark or other dose. Unless noted, the call rests on the fitted dose curve; in most records, active means well fitted curve in the direction sought with a large enough effect; inconclusive means small, poorly fitted or top-dose-only effect, or another doubt; inactive means no such curve, though single readings can be large; an effect the other way counts as inactive or inconclusive.

SMILES | Shiga inhibitor | Cycloheximide cs | Pf growth 48h | TbPYK inhibitor | LmPK inh | AmpC inh no detg | Pf growth 96h
O=C(NC1CCCC1)C(c1ccncc1)N(Cc1ccco1)C(=O)c1ccc(-c2ccccc2)[nH]1 (stereo not given) | 33 | 7 | ? | -1% | 9% | 34% | 67%[5.75 µM]
c1ccc2c(N3CCNCC3)nsc2c1 | 8 | 16* | 13µM* | 1% | -7% | -19% | -23%
COc1ccc(NC(=O)c2cc3c(s2)CCC3)cc1S(=O)(=O)N1CCOCC1 | 28 | 5 | · | -4% | 13% | 23% | ?
C=CCOC(=O)C1=C[C@H](c2ccccc2)[C@@H](CCCO)[C@H](OCC)O1 | -7 | 0 | 8% | -4% | 9% | 78%[activator] | 0%
CC(C)Sc1nc(-c2cccs2)nc2c1c(=O)n(C)c(=O)n2C | 19 | -2 | 3% | · | -1% | -3% | 29%
Cc1ccc(C2C3C(=O)N(c4ccc(C)cc4)C(=O)C3N3CCCN23)cc1 (stereo not given) | -7 | 4 | ? | 4% | 1% | 10% | ?
O=c1[nH]c2ccccc2n1C1=CCNCC1 | -10 | -3 | -12% | 7% | -1% | -18% | 1%
CCOC(=O)C1CCN(C(=O)Cc2c(C(=O)O)n(C)c3ccccc23)CC1 | 17 | -4 | 1% | -11% | 1% | -27% | 54%[activator]
CC(=O)NCC(=O)OCC(=O)N1c2ccccc2Sc2ccccc21 | 18 | 7 | 0% | -3% | 0% | 19% | 0%
COc1cc(/C=C/c2cccc[n+]2C)ccc1OCC(=O)Nc1ccccc1C | -7 | -7 | ? | -3% | -4% | 4% | -21%
COc1ccc2[nH]c(=O)c(CN(Cc3nnnn3CCc3ccccc3)CC3CCCO3)cc2c1 (stereo not given) | -12 | 1 | ? | -8% | 2% | 32% | ·
O=C(Cc1cccs1)NCCc1ccc(Cl)cc1 | -10 | -2 | 4% | -2% | -10% | -29% | -19%
CC(=O)Nc1ccc(S(=O)(=O)NC2=C(N3CCN(Cc4ccccc4)CC3)C(=O)c3ccccc3C2=O)cc1 | 19 | 10 | · | -9%&-10% | -20% | 103%[activator] | 1.2µM*
COc1cc(/C=C/C(=O)O)cc(S(=O)(=O)Nc2ccccc2Oc2ccccc2)c1OC | 2 | -2 | ? | -1% | 1% | -22% | -21%
CSc1ccccc1OCc1cc(C(=O)N2CCc3[nH]cnc3C2c2ccccn2)no1 (stereo not given) | 12 | 4 | ? | -7% | 0% | 143%[activator] | -17%
Cc1ccc(-c2nc3cccnc3s2)cc1NS(=O)(=O)c1ccc2c(c1)OCCO2 | 19* | 40* | ? | -2% | -3% | -4% | -13%
COc1ccc(C)c2sc(NC(=O)C3=COCCO3)nc12 | 27* | 12* | 96%[activator] | · | -7% | 40µM* | 161%[activator]
COCCNC(=O)c1ccc(N2CC3CC(C2)c2cccc(=O)n2C3)c(NC(=O)c2c(F)cccc2F)c1 (stereo not given) | -8 | 1 | ? | 0% | 2% | 34% | 0%
O=C(OCC(=O)c1ccc[nH]1)c1ccc(Cl)nc1 | · | · | 0% | 1% | · | -8% | 17%
COc1ccc(N2CCN(C(=O)COC(=O)CCc3ccccc3)CC2)cc1 | · | · | -17% | -1% | · | -17% | -2%
CC(C)[C@H](NC(=O)c1ccco1)C(=O)OCC(=O)N1CCc2ccccc21 | 73* | 14* | 33%[activator] | -1% | 1% | -6% | ·
COc1ccc(NC(=O)CCC(=O)Nc2nnc(C3CCCCC3)s2)cc1 | -4 | -4 | 9% | -2% | 1% | -9% | 20%
CCOC(=O)C1=C(N)Oc2cc(C)oc(=O)c2C12C(=O)N1c3c(cc(OC)cc32)C(C)=CC1(C)C (stereo not given) | -9 | -2 | ? | 3% | -3% | 33% | 5%
CC(=O)NC(CC(=O)Nc1nc(C)cs1)c1ccccc1 (stereo not given) | 20 | 5 | 12% | 7% | 1% | -28% | -26%
CCNC(=O)COc1ccc(C=O)cc1OC | 5 | 8 | 14% | -4% | -1% | -10% | -20%
CNC(=S)N/N=C/c1ccc(-c2cc([N+](=O)[O-])ccc2Cl)o1 | -13 | 0 | 31% | 2% | 1% | -20% | -13%
COc1ccccc1NC(=O)/C(C#N)=C/C=C/c1ccco1 | 4 | -3 | 10% | -12% | 5% | -14% | -4%[5.75 µM]
Nc1nc(CSCCO)nc(Nc2ccccc2)n1 | 7 | 15 | 32%[activator] | -5% | -2% | -28% | 125%[activator]
COc1ccc(O)c(C(=O)c2cnn(-c3ccccc3)c2)c1 | 96* | 29* | 26% | -7% | -2% | -24% | -23%
CC1CCCCC1NC1=NCCS1 (stereo not given) | 9 | 4 | · | 3% | 4% | -8% | -1%
N/C(=N\c1nc2ccccc2o1)NC(=O)c1ccccc1NC(=O)c1ccccc1 | -4 | 12 | ? | 0% | 7% | -23% | 10%
CSc1nnc(-c2sccc2OCc2ccccc2)n1C | -12 | -4 | -4% | 4% | 0% | -7% | 18%
CCOCCCNC(=O)C1CCCN(S(=O)(=O)CC)C1 (stereo not given) | -8 | -1 | 0% | -4% | -5% | -22% | ?
COc1ccccc1C(=O)N/C(=C\c1ccc(Br)cc1)C(=O)N1CCCC1 | -25 | 1 | -10% | 1% | 2% | 116%[activator] | -9%
CO/N=C\C(=N\Nc1ccc(OC)cc1)C(=O)c1ccccc1 | 45 | 7 | · | -10% | 12% | -7% | 0%
COc1ccc(/C=C2\CCC(C3CCCC3)C2=O)c(OC)c1OC (stereo not given) | 3 | -2 | 6% | 8% | -1% | -24% | ?
CC1(c2nnc(-c3ccccc3)o2)CC(c2ccncc2)=NO1 (stereo not given) | 2 | -4 | 0% | -1% | -3% | 0% | 21%
COc1ccc(C(=O)Nc2cccc(-c3cc4ccccc4oc3=O)c2)cc1[N+](=O)[O-] | -18 | -3 | 13µM* | 2% | 3% | -24% | 31%[activator]
CCOc1ccc(CSC(=N)N)cc1Cl | -2 | -3 | ? | 0% | 0% | -17% | ?
O=C(O)CN1C(c2ccccc2O)Nc2ccc(Br)cc2C1c1ccccc1 (stereo not given) | -12 | 1 | 2% | -4% | -4% | -11% | 25%
CC1CCCCN1C(=O)Cn1cc(/C=C2/C(=O)Nc3ccccc32)c2ccccc21 (stereo not given) | 17 | 6 | ? | · | -9% | 40% | ?
O=C1CN=C(c2ccc[nH]2)c2cc(Cl)ccc2N1 | -3 | -10 | -9% | -10% | -1% | -22% | 70%[activator]
C/C=C\C=C\C(=O)N1CC2(CC(c3cccc(NC(=O)/C(C)=C\C)c3)=NO2)C[C@H]1C(N)=O (stereo not given in full) | -6 | -6 | 46%[activator] | -28% | -4% | 44% | ?
CSc1nc(-c2ccccc2)nn1C(=O)c1ccccc1 | 45 | 14* | 12% | 4% | 1% | -20% | 61%[activator]
O=C(CC1Oc2ccccc2NC1=O)NC1CCCC1 (stereo not given) | 2 | -7 | · | -4% | -3% | -9% | -7%
O=C(CSc1ccccn1)N1CCN(c2ccc(Cl)cc2)CC1 | -3 | -2 | · | -6% | -1% | -22% | -11%
C=CCNC(=S)N/N=C/c1ccc(OCc2ccccc2)cc1 | -15 | -2 | -3% | -2% | -5% | -13% | 11%
CCn1c(CNC(=O)c2cc(OC)c(OC)c(OC)c2)cc2ccccc21 | · | 2 | 9.3µM* | 4% | 11% | 42% | ?

Reprinted from the part before: 6 entries; new compounds follow.
SMILES | Shiga inhibitor | Cycloheximide cs | Pf growth 48h | TbPYK inhibitor | LmPK inh | AmpC inh no detg | Pf growth 96h
C/C=C\C=C\C(=O)N1CC2(CC(c3cccc(NC(=O)/C(C)=C\C)c3)=NO2)C[C@H]1C(N)=O (stereo not given in full) | -6 | -6 | 46%[activator] | -28% | -4% | 44% | ?
CSc1nc(-c2ccccc2)nn1C(=O)c1ccccc1 | 45 | 14* | 12% | 4% | 1% | -20% | 61%[activator]
O=C(CC1Oc2ccccc2NC1=O)NC1CCCC1 (stereo not given) | 2 | -7 | · | -4% | -3% | -9% | -7%
O=C(CSc1ccccn1)N1CCN(c2ccc(Cl)cc2)CC1 | -3 | -2 | · | -6% | -1% | -22% | -11%
C=CCNC(=S)N/N=C/c1ccc(OCc2ccccc2)cc1 | -15 | -2 | -3% | -2% | -5% | -13% | 11%
CCn1c(CNC(=O)c2cc(OC)c(OC)c(OC)c2)cc2ccccc21 | · | 2 | 9.3µM* | 4% | 11% | 42% | ?
O=C(NCC1CCCO1)c1cc(S(=O)(=O)N2CCCCC2)ccc1Cl (stereo not given) | · | · | 4% | 2% | · | -7% | 18%
CN(C)c1ccc(-c2nc3n(n2)C(c2cccnc2)C2=C(CC(C)(C)CC2=O)N3)cc1 (stereo not given) | -9 | 10 | ? | 1% | 3% | -8% | 41%[activator]
Cc1cc(C)c(S(=O)(=O)c2ccccc2C)c(OCC(C)(C)C)n1 | -2 | 2 | ? | -6% | -2% | -18% | ?
Cc1c(C)c2c(C)[nH]nc2oc1=O | 21 | -4 | 3% | 0% | -6% | -5% | ?
CC(=O)c1ccc(NC(=O)CN2CCCC2)cc1 | 28* | 27* | 33%[activator] | -5% | -4% | -2% | ?
O=C(NC(=O)N1CCN(c2ccccc2)CC1)c1ccc(Cl)cc1 | + | 42* | 196%[activator] | 4% | -3% | -16% | 149%[activator]
CC(=O)N1CCN(C(=O)CCNS(=O)(=O)c2ccccc2)CC1 | · | · | ? | -12% | · | -14% | ?
COc1ccc(Cl)cc1NCC(=O)Nc1ccc(OC)c(S(=O)(=O)N2CCCCC2)c1 | · | · | 9.3µM* | -7% | · | -40% | ?
CCCCn1c(O)c(C(C)=NCCCn2ccnc2)c(=O)[nH]c1=O | 0 | -2 | 21% | -7% | -7% | -19% | ·
CC(NC(=O)C1CCCN1S(=O)(=O)c1cccc2nsnc12)c1ccccc1 (stereo not given) | -9 | -2 | -6% | 1% | -6% | 19% | ?
Cc1ccc(C(C)C)c(OCC#CCN2CCCC2)c1 | -2 | 0 | -43% | 11% | 1% | 4%[2.29 µM] | 77%[1.15 µM]
O=C(O/N=C(\c1ccccc1)c1ccncc1)c1ccccc1Cl | -6 | -1 | -11% | 15% | 6% | -1% | -15%
Cc1cccc(-c2nc3ccccc3c(=O)n2NC(=O)c2ccc([N+](=O)[O-])c(C)c2)c1 | 9 | 0 | 17% | -2% | -2% | -12% | 0%
Nc1nnnn1/N=C/c1ccc(F)cc1 | -4 | 6 | -10%[0.00184 µM] | 1% | -6% | -14% | -7%
Cc1ccc(S(=O)(=O)NCC(=O)OCC(=O)Nc2cccc(S(=O)(=O)NC3=NCCCCC3)c2)cc1 | 1 | -1 | 23% | 4% | 1% | -51% | ?
COC(=O)c1c(NC(=O)CC2NCCNC2=O)sc2c1CCCC2 (stereo not given) | 23 | 10 | 12% | -4% | 0% | 33% | -8%[5.75 µM]
COC(=O)c1ccc(NC(=O)CNC(=O)c2sc3ccccc3c2Cl)cc1 | · | · | -7% | -9% | · | -23% | -1%
